USP1-UAF1 inh: inhibitors of human USP1/UAF1 deubiquitinase. AID 743255. hit rate 0.23% among 390,000. recombinant USP1/UAF1, Ub-Rhodamine cleavage fluorescence. Potency, µM (titrated, usually from 57.1 µM), without a hit: at the highest dose activity change, negative = inhibition, hits mostly inhibitors. O94782; also: potency is read from the fitted curve at half-maximal effect; % is scaled to controls: 0 for no effect and ±100 for the full control effect; nearly all actives have a fitted effect of over 60% in size; inactives centre near -12
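High-throughput fluorogenic screen: 1nM USP1/UAF1 complex, Ub-Rho substrate 150nM final, 50mM HEPES pH 7.8 with 0.5mM EDTA, 0.1 mg/ml BSA, 1mM TCEP and 0.01% Tween-20.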
Pin1 inh: human Pin1 inhibition. Pin1 FP peptide displacement, HiFluor488, 10 min. Potency, µM (top dose mostly 115 µM), for the others: top-dose activity, negative = inhibition, most hits filed as inhibitors. AID 504891. Q13526. hit rate 0.009% among 390,000; active = well fitted inhibition curve with a large enough effect in the polarisation, with a control signal flat, not every such curve was filed as active; inconclusive = small, poorly fitted or top-dose-only effect, or effect the other way, or a change in a side signal; inactive = no such curve, though single readings can be large or run the other way; the % refers to the polarisation; also: potency is read from the fitted curve at half-maximal effect; % is scaled to controls: 0 for no effect and ±100 for the full control effect
Target sequence (Q13526 whole entry, looked up): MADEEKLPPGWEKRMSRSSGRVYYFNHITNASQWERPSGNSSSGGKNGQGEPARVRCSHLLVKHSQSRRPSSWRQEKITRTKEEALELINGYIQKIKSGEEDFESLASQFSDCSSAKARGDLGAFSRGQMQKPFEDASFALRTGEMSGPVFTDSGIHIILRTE
IDH1 R132H inh: blocks human mutant IDH1 R132H enzyme; Potency, µM (series often up to 76.6 µM), without a hit: at the highest dose activity change, negative = inhibition, actives largely listed as inhibitors; IDH1-R132H enzyme, NADPH consumption, diaphorase/resazurin fluorescence; hit rate 0.093% among 390,000; also: potency is read from the fitted curve at half-maximal effect; % is scaled to controls: 0 for no effect and ±100 for the full control effect; nearly all actives have a fitted effect of over 65% in size
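IDH1-R132H (0.5 ug/mL) preincubated 30 min with compound, then NADPH (0.016 mM) and alpha-KG (2 mM) added; 80 min at RT, pH 7.5. Remaining NADPH coupled via diaphorase/resazurin to fluorescence (540/590 nm); concentration-response curves normalized to no-enzyme control.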
HP1b chromo inh: inhibitors of HP1-beta chromodomain binding to methylated histone tails | AlphaScreen HP1-beta / biotin-H3K9me3 peptide binding | Potency, µM (highest dose often 114 µM), for the others: at the highest dose activity change, negative = inhibition, hits mostly inhibitors | hit rate 0.56% among 390,000 | P83916 | AID 540317; also: potency is read from the fitted curve at half-maximal effect; nearly all actives have a fitted effect of over 70% in size; inactives centre near 23
Target sequence (P83916 whole entry, looked up): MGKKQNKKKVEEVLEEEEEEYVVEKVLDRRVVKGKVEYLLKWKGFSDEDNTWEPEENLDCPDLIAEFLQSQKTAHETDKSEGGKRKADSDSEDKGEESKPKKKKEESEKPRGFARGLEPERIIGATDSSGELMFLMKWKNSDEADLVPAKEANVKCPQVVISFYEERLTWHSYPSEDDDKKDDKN
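Compound inhibition of the preformed complex between 50 nM HP1-beta and 50 nM biotinylated H3K9me3 peptide was read by AlphaScreen. Buffer was PBS pH 7.4 with 0.01% Tween-20. Incubations ran 30 min at room temperature, with 10 ug/mL donor/acceptor beads.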
TrxR1 substrate: is turned over as a substrate by rat TrxR1; O89049; purified TrxR1 substrate turnover, NADPH consumption readout; Potency, µM (highest dose often 114 µM), for the others: at the highest dose activity change, negative = substrate turnover; hit rate 0.01% among 390,000; AID 588456; also: potency is read from the fitted curve at half-maximal effect; % is scaled to controls: 0 for no effect and ±100 for the full control effect; nearly all actives have a fitted effect of over 50% in size
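Rat TrxR1, dispensed at 90 nM, was prereduced with 400 uM NADPH (final) for 5 min at ~22 deg C, then incubated with compound 15 min before 400 uM selenite. A first-read NADPH fluorescence drop versus no-compound background flagged substrates.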
TrxR1 inh: blocks rat thioredoxin reductase 1; AID 588453; hit rate 1% among 390,000; O89049; Potency, µM (highest dose often 114 µM), for inactives: at the top dose activity change, negative = inhibition, actives largely listed as inhibitors; recombinant rTrxR1, NADPH fluorescence consumption, selenite substrate; also: potency is read from the fitted curve at half-maximal effect; % is scaled to controls: 0 for no effect and ±100 for the full control effect; nearly all actives have a fitted effect of over 65% in size
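Rat TrxR1 (90 nM in the dispensed reagent) was pre-reduced with 400 uM NADPH for 5 min at room temperature, then incubated with compound for 15 min. After 400 uM selenite was added, NADPH fluorescence (Ex 340/Em 450 nm) was followed for 8 min.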
Tb PGK inh: inhibitors of T. brucei phosphoglycerate kinase; P07378; PGK/GAPDH coupled, Kinase-Glo luminescence, 60 min; Potency, µM (highest dose often 57.5 µM), inactives show at the highest dose activity change, negative = inhibition, most hits filed as inhibitors; hit rate 0.043% among 380,000; AID 602233; also: potency is read from the fitted curve at half-maximal effect; % is scaled to controls: 0 for no effect and ±100 for the full control effect; nearly all actives have a fitted effect of over 60% in size
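Luminescent ATP detection (Kinase-Glo Plus) follows a 60-minute room-temperature incubation, with wells lacking PGK as controls. Buffer: 100 mM TEA (pH 7.6), 5 mM MgCl2, 0.01% Tween-20. Coupling enzyme GAPDH (100 nM final) supplies unstable 1,3-BPG in-well.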
GLS inh: inhibitors of human glutaminase (GLS). O94925. GLS enzymatic activity, qHTS titration. Potency, µM (top dose mostly 45.5 µM), for inactives: at the highest dose activity change, negative = inhibition, most hits filed as inhibitors. hit rate 0.21% among 410,000. AID 624170; also: potency is read from the fitted curve at half-maximal effect; % is scaled to controls: 0 for no effect and ±100 for the full control effect
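hKGA in 45 mM KH2PO4 pH 8.2, 0.02% Tween-20 with pin-transferred compounds; 1 mM L-glutamine (stock) plus glutamate oxidase/HRP/Amplex Red coupling added. Fluorescence read initially and after 30 min at RT.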
PI4K2A block: inhibitors of human PI4K2A. Q9BTU6. AID 1346378. hit rate 0.13% among 420,000. activity change, negative = inhibition, % at 76.9 µM. purified PI4K2A, ADP-Glo luminescence, 1 h; stronger effect = lower value; in the data active = activity change below about -50%; inconclusive = mostly about -30% to -49%;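 also: -100% = wells without enzyme as full effect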
Target sequence (Q9BTU6 whole entry, looked up): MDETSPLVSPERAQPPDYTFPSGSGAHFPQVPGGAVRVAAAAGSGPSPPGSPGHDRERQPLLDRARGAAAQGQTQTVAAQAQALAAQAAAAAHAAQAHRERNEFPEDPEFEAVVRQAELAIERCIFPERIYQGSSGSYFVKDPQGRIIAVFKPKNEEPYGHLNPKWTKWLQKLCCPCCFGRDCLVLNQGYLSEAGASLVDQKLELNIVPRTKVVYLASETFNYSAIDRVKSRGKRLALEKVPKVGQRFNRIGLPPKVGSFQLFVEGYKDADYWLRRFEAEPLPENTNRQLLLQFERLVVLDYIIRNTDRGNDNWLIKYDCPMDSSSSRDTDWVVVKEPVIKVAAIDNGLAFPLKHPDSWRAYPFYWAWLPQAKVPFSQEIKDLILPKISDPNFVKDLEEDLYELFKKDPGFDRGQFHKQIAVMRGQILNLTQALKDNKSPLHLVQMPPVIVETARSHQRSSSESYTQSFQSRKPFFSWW
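In this quantitative HTS, ADP production by PI4K2A was quantified luminescently after 1 h at ambient temperature; 100 microM adenosine served as plate-quality control.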
* = called active by the depositor; i = inactive; ? = inconclusive; . = no result given; & = joins results of further samples; [ ] = remark or other dose. Unless noted, calls follow the shape of the dose curve; as a rule, active = well fitted curve in the direction sought with a large enough effect; inconclusive = small, poorly fitted or top-dose-only effect, or another doubt; inactive = no such curve, though single readings can be large; an effect the other way counts as inactive or inconclusive. A portion of the library. The share of hits here may be higher or lower than overall.

The line under a structure holds: USP1-UAF1 inh | Pin1 inh | IDH1 R132H inh | HP1b chromo inh | TrxR1 substrate | TrxR1 inh | Tb PGK inh | GLS inh | PI4K2A block
> CCc1ccc(OCC(=O)c2c(O)c3ccccc3oc2=O)cc1
 : 0% | 0% | -2% | 27% | -11% | -29% | -1% | 15% | -9
> COc1cc(/C=C/C(=O)OCC(=O)N2CCC(C)CC2)ccc1OCC#N
 : -20% | -2% | -4% | 30% | 17% | 16% | 8% | 1% | -2
> CCC(C)Sc1cc(-c2nc3cc(C)ccn3c2NC2CCCCC2)ccc1OC (stereo unspecified)
 : -14% | ? | 7% | -10% | 30%[activator] | 10% | i | -23%&-11% | 2&0
> C=CCn1c(SCC(=O)Nc2ccc(C(=O)O)cc2)nc2scc(-c3ccccc3)c2c1=O
 : -2% | 3% | 5% | ? | -3% | -8% | -3% | 20% | -2
> Cc1ccc(CN(CC(=O)NCc2ccccn2)S(=O)(=O)c2ccccc2)cc1
 : 0% | 4% | 6% | 25% | -9% | -6% | 1% | 4% | 0
> CSCCC(NC(=O)c1ccc(Cl)cc1)C(=O)OCC(=O)Nc1cc(Cl)ccc1C (stereo unspecified)
 : -8% | -8% | 3% | 19% | -5% | -9% | -6% | 2% | -11
> O=C1Nc2ccc(F)cc2C12SCCS2
 : -4% | 4% | -3% | 9% | -1%[57.1 µM] | 41%[activator][57.1 µM] | -1% | -10% | -10
> C/C(=N\NC(=O)c1cccc(S(=O)(=O)N2CCOCC2)c1)c1ccc(OCC(=O)N(C)C)cc1
 : -10% | -2% | 11% | 24% | 0% | 1% | -11% | 9% | -5
> Cc1nnc2c(NCCc3ccccc3)nc3ccccc3n12
 : -20% | -10% | 10% | 48%[activator] | 6% | 22% | i | -9% | 6
> CCOc1ccc(-c2nc(SCC(=O)NC3CCCC3)c(-c3ccccc3)[nH]2)cc1OC
 : -22% | -2% | -7% | -21% | -7% | -4% | i | -21% | 1
> COCC1CCN(C(=O)c2cc(COc3cc(C)c(Cl)c(C)c3)on2)C1 (stereo unspecified)
 : -18% | -2% | -5% | 78%[activator] | 3%[57.1 µM] | 28%[57.1 µM] | 0% | -4% | 3
> COC(=O)c1ccc(C(=O)OC)c(NC(=O)c2cnn3c(C(F)F)cc(-c4ccc(C)cc4)nc23)c1
 : -7% | -1% | -14% | 18% | 17% | 53%[activator] | -2% | -3% | -2
> CCOC(=O)c1ccccc1NC(=O)/C(C)=C/C(=O)O
 : -16% | 0% | 4% | 44%[activator] | 30% | -8% | -12% | -3% | -1
> CC12CCC(C(=O)Nc3ccccc3Cl)(C(Br)C1=O)C2(C)C (stereo unspecified)
 : -18% | -1% | 4% | 19% | -10% | -7% | 7% | -1% | 4
> Fc1ccc(-c2csc(Nc3ccccn3)n2)c(F)c1
 : -22% | -3% | 2% | ? | 0% | 17% | 0% | 9% | -5

The listing continues.
The line under a structure holds: USP1-UAF1 inh | Pin1 inh | IDH1 R132H inh | HP1b chromo inh | TrxR1 substrate | TrxR1 inh | Tb PGK inh | GLS inh | PI4K2A block
> O=C(Nc1c(F)cc(F)cc1Br)c1cc(-c2ccc(O)cc2)on1
 : -33% | 6% | 5% | 44%[activator] | -11% | -19% | i | ? | -6
> COCCCNC(=O)C1CCN(Cc2nc(-c3ccc(OC)c(OC)c3)oc2C)CC1
 : -26% | -3% | 26% | 17% | 4% | 5% | -6% | -4% | 5
> O=C(c1ccco1)N1CCN(Cc2nc3ccccc3c(=O)n2-c2ccc(F)cc2)CC1
 : -7% | -7% | 4% | 11% | 5% | -21% | -5% | 11% | 7
> CN(Cc1c(F)cccc1Cl)C(=O)c1ccc(NC(=O)CC2SC(N3CCCCC3)=NC2=O)cc1 (stereo unspecified)
 : -14% | 12% | 1% | 24%[57 µM] | 6% | 1% | i | -4% | 6
> COCCOc1cc(NC(=O)CS(=O)CC(=O)N(C)C)c(Cl)cc1Cl (stereo unspecified)
 : -23% | -1% | 15% | 24% | 3%[57.1 µM] | 10%[57.1 µM] | -7% | 0% | 3
> O=C(Nc1ccc([N+](=O)[O-])cc1)c1cn(-c2ccccc2)nc1-c1cc2ccccc2o1
 : -4% | 2% | -1% | 8% | -1% | 3% | i | 7% | -2
> COc1ccc(-c2noc(CCC(=O)N3CCN(c4ccccc4)CC3)n2)cc1
 : -19% | 5% | 6% | 11% | 4% | 19% | i | 0% | -2
> CC1=NN(c2nc(-c3ccc(C)cc3)cs2)C(=O)C1N=Nc1ccccc1O (stereo unspecified)
 : -10% | ? | 1% | 2% | 4%[57.1 µM] | 19%[57.1 µM] | 4% | 8% | 3
> Cc1nc(COc2ccccc2Cl)sc1-c1ccnc(N)n1
 : -5% | 51%[activator] | 8% | 0% | 7%[57.1 µM] | 1%[57.1 µM] | -1% | 1% | 2
> OCc1nc2ccccc2n1Cc1ccc(Cl)cc1
 : -12% | -14% | 7% | 43%[activator] | 7% | 16%[57.1 µM] | -1% | -2% | 3
> Cn1nnnc1SCC(=O)Nc1ccccc1C(N)=O
 : -9% | 1% | -3% | 37% | 1%[57.1 µM] | 6%[57.1 µM] | -8% | 1% | 3
> COc1ccc(OC)c(S(=O)(=O)Nc2cccc(-c3ccc(N4CCCCCC4)nn3)c2)c1
 : -1%&-31% | 20%&-14% | 2%&5% | 2%&2%[57 µM] | -8% | 4% | 1%&10% | 15%&11% | -3&0
> O=S(=O)(N/N=C/c1ccc(OC2CSC2)cc1)c1ccccc1
 : -17% | -2% | 13% | 1% | 9%[57.1 µM] | 11% | -3% | 8% | 12
> COC(=O)c1sccc1NC(=S)Nc1ccc(F)cc1F
 : -16% | 0% | 0% | 28% | 1% | -23% | -10% | -2% | -3
> Cc1nnc(NC(=O)CCC(=O)NC2CCCCCCC2)s1
 : -14% | 0% | -8% | 42%[activator] | 8% | 16% | -3% | 1% | 0

Following part
The line under a structure holds: USP1-UAF1 inh | Pin1 inh | IDH1 R132H inh | HP1b chromo inh | TrxR1 substrate | TrxR1 inh | Tb PGK inh | GLS inh | PI4K2A block
> CN(Cc1ccccc1)c1nc2c(c(=O)[nH]c(=O)n2C)n1CCOc1ccccc1
 : -21% | -6% | 7% | 29% | 6%[57.1 µM] | -2%[57.1 µM] | -6% | 4% | 2
> COc1ccc(C2SCC(=O)N2CCCN(C)C)cc1 (stereo unspecified)
 : -18% | 1% | 4% | 19% | -2% | 1% | -1% | 5% | 0
> O=C(Nc1nnc(SCc2ccc(Cl)cc2)s1)C1CCCO1 (stereo unspecified)
 : 9% | -6% | 13% | 36% | -11% | -10% | -9% | 11% | 1
> Nn1c(SCC(=O)NCc2ccc3c(c2)OCO3)nnc1C(F)(F)F
 : -17% | 2% | -8% | 33% | 6% | 23% | 10% | 1% | -1
> COc1ccccc1NC(=O)Cn1c(=O)n(Cc2ccccc2)c(=O)c2ccccc21
 : -18% | 9% | -3% | 7% | 3% | 22% | -10% | 8% | 0
> Cc1ccc2c(c1)C(c1ccncc1)=NNC(c1ccc(F)cc1)=N2
 : -28% | 2% | 9% | 9% | -6% | 10%[57.1 µM] | 5% | -22% | -3
> CC1CCCCN1C(=O)c1cc(-c2ccc(Br)cc2)on1 (stereo unspecified)
 : -18% | -2% | 2% | 0% | 6% | 18% | 3% | -10% | -7
> CC(C)C(NC(=O)c1c(F)cccc1F)C(=O)N1CCN(c2ccccc2F)CC1 (stereo unspecified)
 : -2% | 1% | 0% | 22% | 3% | 22% | -4% | -2% | -1
> Cc1cc(-c2nnc(CCC(=O)NCc3cc(F)cc(C(F)(F)F)c3)o2)no1
 : -4% | 1% | 0% | 29% | -6% | -7% | -7% | 3% | -7
> CCCCN(C)CCCNC(=O)Cn1ncc2c3ccccc3n(Cc3cc(C)ccc3C)c2c1=O
 : 1% | 0% | -1% | 17% | 12% | -3% | 0% | -7% | 0
> CC(NS(=O)(=O)c1cccc(Cl)c1)C(=O)Nc1ccc(-c2nc3ccccc3s2)cc1 (stereo unspecified)
 : -4% | 1% | -1% | 25% | 15%[57.1 µM] | 15%[57.1 µM] | 1% | -5% | 5
> COc1ccc(-c2ccc(C)cc2)cc1C1C2C=CCC(C)C2C(=O)N1Cc1ccccc1 (stereo unspecified)
 : . | -1% | . | 26% | 3% | 10% | . | . | .
> Cc1[nH]ccc(=O)c1Oc1ncc(C(F)(F)F)cc1Cl
 : -17% | -6% | -3% | 21% | 8% | 22% | -1% | 0% | -1
> CC12COC3(C(=O)Nc4ccccc4F)CC1CCC32C (stereo unspecified)
 : -12% | ? | 1% | 56%[activator] | -3% | 20% | -1% | -1% | 2
> O=C(O)C1CN(c2nc(Cl)ccc2[N+](=O)[O-])C1
 : -7% | -18% | 11% | 27% | -3%[57.1 µM] | 3%[57.1 µM] | ? | 3% | -1
> O=C(CN1C(=O)COc2ccccc21)N(Cc1ccccc1)Cc1ccccn1
 : 0% | 4% | 2% | 14% | -1% | 7% | -6% | -9% | -4
> O=C(CN1C(=O)C(=O)N(Cc2ccccc2)C1=O)Nc1cc(Cl)cc(Cl)c1
 : -8% | 0% | -10% | 46%[activator] | -7% | 11% | 0% | 0% | 3

High-throughput results deposited in PubChem by National Center for Advancing Translational Sciences (NCATS).
